Source: PubChem BioAssay (several laboratories)
SRC2 TRFRET art: TR-FRET signal artefacts, primary screen, artefact control for PPARgamma SRC-2 agonist project, biochemical | TR-FRET artefact counter-screen; active compounds read high | TR-FRET ratio at 8 µM | 200,000 compounds, 0.4% hits | AID 1049, 2008; in the data active = TR-FRET ratio above about 2000; note: inactives centre near 1500
bIAP act: bovine intestinal alkaline phosphatase activators, primary screen, biochemical, bovine IAP, CDP-star luminescence. purified bovine IAP, 30 min; active compounds read high; fold of DMSO-control signal, blank-subtracted. AID 1016, 2008. activation factor at 20 µM. 200,000 compounds, 0.17% hits. alkaline phosphatase, intestinal [Bos taurus];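 active = activation factor of 2 or more at 20 µM, a signal rise over negative controls twice the positive control's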
STAT1 blocker: STAT1 signaling inhibitors, primary screen, cell-based, HTS, luciferase reporter; NIH 3T3 STAT1-luciferase reporter, IFN-gamma, luminescence; AID 920, 2007; inhibition, % at 5.5 µM; 200,000 compounds, 0.35% hits;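 active = inhibition above a set limit, the mean inhibition across all tested compounds plus 3 SD, cut at about 34% in these data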;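 note: 0% = IFN-gamma with DMSO and 100% = IFN-gamma with 300 µM nifuroxazide; values of inactives mirror those of a sister screen read the other way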
TNAP act hi DEA: TNAP activators at high phosphate acceptor level, primary screen, biochemical, luminescence, uHTS; Alkaline phosphatase, tissue-nonspecific isozyme (Homo sapiens), P05186; purified TNAP, CDP-star luminescence, 1 M DEA, 30 min; active compounds read high; 0 = EDTA background, 1 = DMSO-only activity; activation factor at 20 µM; 200,000 tested, under 10 active; AID 1136, 2008;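 active = activation factor at least 2 at 20 µM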
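Dosing: 20 µM single point. System: human TNAP. Amount: TNAP 1/800 final. Incubation: 30 min, room temperature. Read-out: TNAP activation factor scaled between EDTA and DMSO control wells. Signal: luminescence from CDP-star hydrolysis. Medium: 1 M DEA, pH 9.8, Mg2+, Zn2+. Control set: EDTA negative control, DMSO positive control.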
ROMK primary: ROMK potassium channel modulators, primary screen, cell-based, thallium flux, MLSMR library. B-score at 10 µM. 130,000 compounds, 2% hits. ATP-sensitive inward rectifier potassium channel 1 (Homo sapiens), P48048. Tet-inducible ROMK, thallium flux fluorescence; actives lie on both sides;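 active = signal ratio slope over the read window, or its plate-corrected B-score, at least 3 SD from the plate mean, either direction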;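 note: B-score of the F/F0 ratio slope over 7 to 12 s after thallium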
Target sequence (P48048 whole entry, looked up): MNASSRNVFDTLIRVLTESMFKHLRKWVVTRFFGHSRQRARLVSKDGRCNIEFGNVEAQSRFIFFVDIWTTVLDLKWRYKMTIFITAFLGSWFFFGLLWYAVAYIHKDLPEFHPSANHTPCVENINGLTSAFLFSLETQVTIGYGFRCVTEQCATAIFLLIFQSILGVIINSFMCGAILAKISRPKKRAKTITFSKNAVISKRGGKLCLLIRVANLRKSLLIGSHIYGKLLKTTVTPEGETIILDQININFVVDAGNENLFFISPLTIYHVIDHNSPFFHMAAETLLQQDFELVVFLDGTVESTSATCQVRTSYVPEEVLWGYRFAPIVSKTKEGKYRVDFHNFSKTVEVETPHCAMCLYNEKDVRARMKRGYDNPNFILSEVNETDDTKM
PPARg SRC1 recr: PPARgamma agonists recruiting SRC-1 coactivator, primary screen, biochemical; Peroxisome proliferator-activated receptor gamma (Homo sapiens), P37231; PPARgamma-SRC-1 coactivator recruitment biochemical assay; activation, % at 8 µM; 200,000 compounds, 0.41% hits; AID 631, 2007; in the data active = activation above about 19%;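 note: 0% = DMSO and 100% = reference agonist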
Target sequence (P37231 whole entry, looked up): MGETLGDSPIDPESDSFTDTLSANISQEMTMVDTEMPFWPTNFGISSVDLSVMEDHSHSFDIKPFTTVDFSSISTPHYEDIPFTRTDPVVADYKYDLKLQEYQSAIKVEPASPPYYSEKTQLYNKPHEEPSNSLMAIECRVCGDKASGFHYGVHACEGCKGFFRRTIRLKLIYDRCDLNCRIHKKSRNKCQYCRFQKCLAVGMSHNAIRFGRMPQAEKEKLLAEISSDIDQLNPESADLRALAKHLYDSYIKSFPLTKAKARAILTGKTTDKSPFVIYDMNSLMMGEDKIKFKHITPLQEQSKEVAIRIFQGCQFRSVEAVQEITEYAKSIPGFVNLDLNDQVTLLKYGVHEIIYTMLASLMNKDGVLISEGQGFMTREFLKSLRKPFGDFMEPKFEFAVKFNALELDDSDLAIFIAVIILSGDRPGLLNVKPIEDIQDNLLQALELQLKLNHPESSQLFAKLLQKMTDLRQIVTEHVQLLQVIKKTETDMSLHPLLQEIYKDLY
STAT3 activator: IL-6 driven STAT3 reporter potentiators, primary screen, U3A cells, luciferase, luminescence, MLSCN library. IL-6 STAT3-luciferase reporter; 100% = signal with IL-6 EC80 alone. activation (% of control), % at 5.6 µM. 190,000 compounds, 0.91% hits. AID 871, 2007;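 active = activation above the screen-wide mean of compound activation plus 3 SD, cut at about 130% in these data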;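 note: 0% = background luminescence of wells with medium and substrate only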
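system = STAT3-luciferase reporter U3A cells | reagent = IL-6 stimulus at 33 ng/mL final | timing = 1 h compound pre-exposure, 6 h IL-6 stimulation, 37 °C | measured by = luminescence | evaluation = % activation versus median of IL-6-stimulated wells | control set = IL-6-only wells as 100% reference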
bIAP inhibitor: bovine intestinal alkaline phosphatase inhibitors, primary screen, selectivity assay for TNAP inhibitor project, biochemical, bovine IAP, CDP-star luminescence; alkaline phosphatase, intestinal [Bos taurus]; purified bovine IAP, 30 min; inhibition, % at 20 µM; 190,000 tested, under 10 active; AID 1019, 2008;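 active = over 50% inhibition of intestinal alkaline phosphatase at 20 µM in the single-dose screen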
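Incubation: 30 min reaction at room temperature / Material: purified bovine intestinal alkaline phosphatase (IAP) enzyme / Input: enzyme at 1/65,000,000 dilution / Dosing: 20 µM single dose / Signal: CDP-star luminescence signal / Reagent: CDP-star chemiluminescent phosphatase substrate, 30 µM final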
STAT3 inh: IL-6 driven STAT3 reporter inhibitors, primary screen, U3A cells, luciferase, luminescence, MLSCN library | 190,000 compounds, 0.89% hits | inhibition, % at 5.5 µM | IL-6 STAT3-luciferase reporter; host cell line lacks STAT1;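 active = inhibition above the mean inhibition across all screened compounds plus 3 SD, cut at about 44% in these data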;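 note: 0% = DMSO only wells and 100% = 100 µM nifuroxazide control wells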
PPARg SRC2 recr: agonists of PPARg-SRC-2 recruitment, primary screen, biochemical, HTS | AID 1032, 2008 | 200,000 compounds, 0.34% hits | PPARgamma LBD-SRC-2 recruitment | activation, % at 8 µM; in the data active = activation above about 22%;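 note: 0% = vehicle and 100% = reference agonist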
PPARg SRC3 recr: PPARgamma agonists recruiting SRC-3 coactivator, primary screen, biochemical | biochemical PPARgamma/SRC-3 coactivator recruitment assay | activation, % at 8 µM | 200,000 compounds, 0.26% hits; in the data active = activation above about 23%;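 note: 0% = DMSO and 100% = reference agonist; some compounds past the cut are filed as inactive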
* hit, by the source's call; . = no result given. No enrichment for hits; any-hit rate near 3.7%.

[1] Cc1ccc(NC(NC(=O)c2ccccc2[N+](=O)[O-])C(Cl)(Cl)Cl)cc1 (centres undefined)
[2] O=C(COc1cccc(F)c1)Nc1ccc2[nH]c(=O)[nH]c2c1
[3] O=C(NCc1cccs1)C(=O)c1c[nH]c2ccccc12
[4] CCOc1ccc(N=c2cc(-c3ccc(OC)cc3)oc3ccccc23)cc1
[5] COc1ccc(C)cc1S(=O)(=O)N1CCCCC1
[6] CCc1ccc(NC(=O)CSc2nnc(CC)c(CC)n2)cc1
[7] OCC1CCCCN1C(=S)Nc1cccc(Cl)c1 (centres undefined)
[8] CSc1cccc(NC(=O)C2CCCN2S(=O)(=O)c2ccc3c(c2)CCC(=O)N3)c1 (centres undefined)

assay / compound	1	2	3	4	5	6	7	8
SRC2 TRFRET art	1691	1485	1412	1760	1323	1531	1497	1397
bIAP act	1	1.2	0.9	0.8	0.9	0.9	0.9	1
STAT1 blocker	1	-2	-18	-14	8	9	-37	-2
TNAP act hi DEA	1	1	0.9	1	1	1	1.1	1
ROMK primary	-0.22	0.047	0.26	.	0.015	-0.043	-0.15	1
PPARg SRC1 recr	4	-6	-11	12	-5	6	2	5
STAT3 activator	110	100	89	89	101	104	103	104
bIAP inhibitor	3	-20	14	18	8	12	10	-1
STAT3 inh	-12	2	18	15	2	-8	2	0
PPARg SRC2 recr	7	-2	-3	9	-3	8	-4	-1
PPARg SRC3 recr	-1	1	3	4	-4	8	0	-4

[9] CCOC(=O)c1cc(-c2ccccc2)sc1NC(=O)C(C)(C)C
[10] Nc1c(C(=O)c2ccc(F)cc2)oc2ccccc12
[11] Cc1nnc(SCC(=O)N(C)CC(=O)Nc2ccc(F)cc2)n1Cc1ccccc1
[12] C=CCSC1=C(C#N)C(c2ccccc2OCC)C(C#N)C(=O)N1 (centres undefined)
[13] CCCc1nc(N)sc1C(=O)OCC
[14] O=C(O)c1ccc2c(c1)[C@@H]1C=CC[C@@H]1[C@H](c1ccccn1)N2
[15] Cc1ccc(C(=O)c2cc3ccccc3o2)cc1[N+](=O)[O-]
[16] COCCNC(=O)CN1CCC(NC(=O)c2ccco2)CC1

assay / compound	9	10	11	12	13	14	15	16
SRC2 TRFRET art	1451	1686	1559	1733	1486	1384	1375	1260
bIAP act	1	1.1	1.1	0.9	0.9	.	0.9	1
STAT1 blocker	-3	-26	8	9	5	-8	-44	-2
TNAP act hi DEA	1	1	1	1	1	.	1	1
ROMK primary	.	-0.41	0.42	.	.	.	-0.68	0.42
PPARg SRC1 recr	8	1	0	8	7	0	-4	-3
STAT3 activator	87	126	105	97	111	101	92	103
bIAP inhibitor	2	-15	-9	13	7	.	12	1
STAT3 inh	17	-28	-4	13	-7	3	16	0
PPARg SRC2 recr	1	5	1	13	-1	6	3	-4
PPARg SRC3 recr	-8	5	-3	0	6	0	3	-3

[17] CC1CCN(c2oc(-c3ccccc3F)nc2C#N)CC1
[18] O=C(CSc1nc2ccsc2c(=O)n1CC1CCC(C(=O)O)CC1)c1ccc(Cl)cc1 (centres undefined)
[19] OCC1CCCCN1C(=S)NCc1ccco1 (centres undefined)
[20] CCCCNC(=O)CN1C(=O)C(CC)Oc2ccc(Cl)cc21 (centres undefined)
[21] COc1ccc(Cl)cc1NC(=O)NCCCl
[22] COC(=O)c1c(NC(=O)c2ccc(Br)s2)sc2c1CCC2
[23] Cn1c2c(c(=O)n(C)c1=O)[C@@]1(C(=O)Nc3ccccc31)C(C#N)=C(N)O2
[24] CSc1cnn(Cc2ccccc2)c(=O)c1SCc1ccccc1

assay / compound	17	18	19	20	21	22	23	24
SRC2 TRFRET art	1490	1501	1639	1726	1810	1564	1597	1771
bIAP act	0.9	1.1	1	1	0.9	0.7	1	0.8
STAT1 blocker	-15	-3	-7	5	7	-4	14	-5
TNAP act hi DEA	1	1	1	1	1	1.1	1	1
ROMK primary	.	-0.23	0.42	-0.07	.	.	.	-0.8
PPARg SRC1 recr	-4	-1	4	-1	2	4	8	17
STAT3 activator	104	103	100	104	95	137*	92	102
bIAP inhibitor	8	-10	-3	3	10	34	2	24
STAT3 inh	1	-2	6	0	9	-43	9	1
PPARg SRC2 recr	4	0	-6	3	1	6	11	30*
PPARg SRC3 recr	1	-7	-1	4	5	8	4	24*

Values by screen from the list.
SRC2 TRFRET art, entries 17 to 24, in order: 1490, 1501, 1639, 1726, 1810, 1564, 1597, 1771

More records follow:
[25] CC1CN(S(=O)(=O)c2ccc(NC(=O)c3cc(-c4ccccc4O)n[nH]3)cc2)CC(C)O1 (centres undefined)
[26] Cc1cccc(C(=O)c2c(N)sc3c2CCCC3)c1
[27] COc1cccc(-c2nn(-c3ccccc3)cc2CN(C)C(C)c2ccncn2)c1 (centres undefined)
[28] O=C(COc1nnc2ccccn12)N1CCN(S(=O)(=O)c2ccccc2)CC1
[29] Cc1cc2nc(-c3ccncc3)cc(C(F)(F)F)n2n1
[30] Cn1c(NC(=O)CC(C)(C)C)cc(=O)n(C)c1=O
[31] COc1ccccc1N1CCN(CCCCOc2cccc3ccccc23)CC1
[32] CCOC(=O)C1C(=O)NC(C)C1c1ccccc1 (centres undefined)

assay / compound	25	26	27	28	29	30	31	32
SRC2 TRFRET art	1582	1706	1638	1440	1714	1723	1430	1491
bIAP act	0.9	0.9	0.9	.	0.9	1	1.1	1.2
STAT1 blocker	5	9	0	1	0	5	10	0
TNAP act hi DEA	1	1	1	.	1	1	1	1
ROMK primary	2	-0.28	-0.73	0.69	0.38	.	-0.12	-0.39
PPARg SRC1 recr	4	3	1	-1	-1	2	3	4
STAT3 activator	84	95	97	98	101	100	80	98
bIAP inhibitor	10	7	12	.	7	2	-12	-17
STAT3 inh	21	8	10	7	1	1	26	10
PPARg SRC2 recr	-5	5	3	8	6	4	1	-6
PPARg SRC3 recr	9	5	4	6	2	3	3	6

[33] CSc1nc2c(c(-c3ccccc3)c1C#N)CCC2
[34] COc1ccc(Cl)cc1-c1n[nH]c(=S)n1C1CCCCC1
[35] Cc1ccc(OCC(=O)N/N=C/C=C/c2ccco2)cc1C
[36] C=CCOc1ccc2c(c1)C(=NO)c1cc(OCC=C)ccc1-2
[37] Cc1cccc(NC(=S)NC(NC(=O)OCc2ccccc2)C(Cl)(Cl)Cl)c1 (centres undefined)
[38] COc1ccc(C2(CNC(=O)Cc3ccc(OC)c(OC)c3)CCCC2)cc1
[39] O=C(Nc1ccon1)C12CC3CC(C1)CC(n1cnc([N+](=O)[O-])n1)(C3)C2
[40] O=C(CN1C(=O)c2ccccc2S1(=O)=O)NCc1ccccc1Cl
[41] O=C(Nc1ccccc1F)Nc1ccccc1F
[42] CC(=O)Nc1cccc(C(=O)N/N=C/c2cccnc2)c1
[43] Cc1cccc(NC(=O)NC2CC3CCC(C2)N3Cc2ccco2)c1 (centres undefined)

assay / compound	33	34	35	36	37	38	39	40	41	42	43
SRC2 TRFRET art	1585	1819	1549	1657	1271	1485	1713	1430	1406	1485	1498
bIAP act	.	1	0.9	0.5	0.9	1	1.1	0.9	1	1	1.1
STAT1 blocker	0	0	-3	-13	5	6	-11	-10	-11	-3	-4
TNAP act hi DEA	.	1	1	1	1.1	1	0.9	1	1	1	1.1
ROMK primary	-0.78	1.1	.	0.077	0.55	0.95	-0.4	.	-0.81	0.46	-0.21
PPARg SRC1 recr	6	6	3	-2	-5	2	-7	-6	-14	7	0
STAT3 activator	107	115	100	77	89	106	100	100	88	107	102
bIAP inhibitor	.	0	9	46	10	-1	-11	6	-1	2	-8
STAT3 inh	-6	-12	2	28	21	0	5	5	22	-6	3
PPARg SRC2 recr	12	11	8	7	1	6	-6	5	-2	1	-8
PPARg SRC3 recr	11	20	0	7	-13	-1	1	6	0	1	-3

Three of these compounds, reformatted.
item | Molecule | SRC2 TRFRET art | bIAP act | STAT1 blocker | TNAP act hi DEA | ROMK primary | PPARg SRC1 recr | STAT3 activator | bIAP inhibitor | STAT3 inh | PPARg SRC2 recr | PPARg SRC3 recr
41 | O=C(Nc1ccccc1F)Nc1ccccc1F | 1406 | 1 | -11 | 1 | -0.81 | -14 | 88 | -1 | 22 | -2 | 0
42 | CC(=O)Nc1cccc(C(=O)N/N=C/c2cccnc2)c1 | 1485 | 1 | -3 | 1 | 0.46 | 7 | 107 | 2 | -6 | 1 | 1
43 | Cc1cccc(NC(=O)NC2CC3CCC(C2)N3Cc2ccco2)c1 (centres undefined) | 1498 | 1.1 | -4 | 1.1 | -0.21 | 0 | 102 | -8 | 3 | -8 | -3
